Source: PubChem
L3MBTL1 inh: blocks human L3MBTL1. AID 485360. Potency, µM (top dose mostly 57.1 µM), for inactives: at the highest dose activity, negative = inhibition, hits mostly inhibitors. Q9Y468. 230,000 compounds, 0.66% hits. AlphaScreen L3MBTL1–H3K9me1 peptide binding; active = well fitted inhibition curve with a large enough effect; inconclusive = small, poorly fitted or top-dose-only effect; inactive = no such curve, though single readings can be large or run the other way; note: nearly all actives have a fitted effect of over 60% in size
Target sequence (Q9Y468 whole entry, looked up): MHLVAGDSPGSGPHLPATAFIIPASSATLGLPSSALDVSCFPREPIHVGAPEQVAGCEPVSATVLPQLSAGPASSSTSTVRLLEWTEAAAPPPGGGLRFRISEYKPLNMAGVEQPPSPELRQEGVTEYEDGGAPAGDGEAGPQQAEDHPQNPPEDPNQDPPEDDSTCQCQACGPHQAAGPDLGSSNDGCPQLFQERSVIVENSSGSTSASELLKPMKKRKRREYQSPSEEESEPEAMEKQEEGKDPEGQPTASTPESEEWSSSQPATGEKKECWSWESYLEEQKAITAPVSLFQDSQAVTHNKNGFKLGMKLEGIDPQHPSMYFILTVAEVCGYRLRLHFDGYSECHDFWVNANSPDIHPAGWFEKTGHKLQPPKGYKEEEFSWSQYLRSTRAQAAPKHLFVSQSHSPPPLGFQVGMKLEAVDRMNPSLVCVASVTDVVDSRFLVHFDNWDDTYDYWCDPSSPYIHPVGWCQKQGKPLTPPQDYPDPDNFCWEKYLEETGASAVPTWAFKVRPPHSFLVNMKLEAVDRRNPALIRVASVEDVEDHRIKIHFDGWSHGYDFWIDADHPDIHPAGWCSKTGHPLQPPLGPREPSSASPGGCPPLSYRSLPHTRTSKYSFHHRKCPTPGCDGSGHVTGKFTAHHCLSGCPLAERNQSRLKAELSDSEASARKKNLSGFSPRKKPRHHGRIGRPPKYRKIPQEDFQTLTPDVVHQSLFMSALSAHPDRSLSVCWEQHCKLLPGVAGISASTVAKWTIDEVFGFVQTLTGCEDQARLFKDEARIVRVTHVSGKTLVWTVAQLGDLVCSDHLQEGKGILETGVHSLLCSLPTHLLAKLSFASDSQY
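AlphaScreen proximity signal between nickel-chelate acceptor and streptavidin donor beads (final 10 ug/mL) reports binding of 50 nM L3MBTL1 to 75 nM biotin-H3 K9me1 peptide; complex incubated with compounds 30 min at room temperature; cefsulodin titration as control.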
Starred values were filed as active, the others as inactive; u = inconclusive; & = joins results of further samples; [ ] = remark or other dose. % is set by controls: 0 for no effect and ±100 for the full control effect; potency is the fitted concentration of half-maximal effect. This is a subset, so the mix of outcomes need not match the whole.

SMILES | L3MBTL1 inh
Cc1ccc(NC(=O)C2=CC=CN3CCS(=O)(=O)N=C23)cc1 | 3%
CCCc1cc(=O)oc2cc(OCC(=O)NCCc3c[nH]c4ccc(OC)cc34)ccc12 | -1%
Cc1ccc(NC(=O)CSc2nc3[nH]c(=O)cc(O)c3s2)c(Br)c1 | -7%
O=S(=O)(Nc1ccc(Cl)cn1)c1ccc2c(c1)OCCO2 | -9%
CCC1=NN2C(=N)/C(=C\c3ccc(OCCOc4ccccc4)c(OC)c3)C(=O)N=C2S1 | 2%
Cc1ccc(NC(=S)NC(=O)C2CCCC2)c(Br)c1 | 0%
CN1CCN(S(=O)(=O)c2ccc(Br)c3ccccc23)CC1 | -2%
Cc1cccc(C)c1NC(=O)Cn1cc(C=O)c2ccccc21 | -7%
Cc1cccnc1NC(=O)C1CCC1 | -1%
CCC(C(=O)OCC(=O)c1ccc(OC)cc1OC)c1ccccc1 (centres undefined) | u
CSc1ccc(C(=S)N2CCCC2)cc1 | -3%
CN(C)c1ccccc1-c1csc(N2CCC(C(N)=O)CC2)n1 | -5%&-8%
O=C(CN1C(=O)NC2(CCc3ccccc32)C1=O)Nc1ccc(Br)cc1F (centres undefined) | -3%
Cc1cc(NC(=O)CSc2nccn2-c2cccc(F)c2)no1 | -6%
O=C(CSc1nnnn1-c1ccc(F)cc1)Nc1ccccc1F | 5%

Laid out differently: entries from further up
Molecule	L3MBTL1 inh
CN(C)c1ccccc1-c1csc(N2CCC(C(N)=O)CC2)n1	-5%&-8%
O=C(CN1C(=O)NC2(CCc3ccccc32)C1=O)Nc1ccc(Br)cc1F (centres undefined)	-3%

(list continues)
SMILES | L3MBTL1 inh
CC(=O)c1ccc(NC(=S)N2CCN(CCO)CC2)cc1 | 2%
CN(C)C(=O)CCc1ccc2c3c([nH]c2c1)[C@]1(CCc2ccccc2)[C@@H](C(=O)N2CCCCC2)C[C@H](CC(=O)NCCC2=CCCCC2)C(=O)N1CC3 | 10%
Cc1ccc(C)c(SCC(=O)Nc2cccc(S(=O)(=O)N3CCOCC3)c2)c1 | -2%
CC(C)CN(C(=O)COC(=O)C12CC3CC(CC(Cl)(C3)C1)C2)c1c(N)n(Cc2ccccc2)c(=O)[nH]c1=O | 5%
Cc1cccc(NS(=O)(=O)c2cccc(C(=O)N3CCN(S(=O)(=O)c4ccccc4)CC3)c2)c1 | -1%
C=CC[C@@H](CC(=O)NCCO)C(=O)N[C@@H](COC(=O)[C@@H](CC=C)CC(=O)OC(C)(C)C)Cc1ccccc1 | -7%
COc1ccccc1CNC1CCN(Cc2ccccc2)CC1 | 6%
CCCN(CC(=O)Nc1ccccc1C)C(=O)c1ccc(N2CCCC2)c([N+](=O)[O-])c1 | -13%
Cc1ccc(C)c(NS(=O)(=O)c2ccc3oc(=O)ccc3c2)c1 | 2%
COc1cc(SC)ccc1C(=O)N1CCN(S(=O)(=O)/C=C/c2ccccc2)CC1 | -7%
CCCCCCCCN1N=N[C@H]2[C@H]1[C@@H]1C[C@H]2N(C(=O)OC(C)(C)C)O1 | 14%
COC(=O)c1c(-c2ccc(N(C)C)cc2)sc2ccc(OC)cc12 | 92%[activator]
O=c1[nH]c(O)c(N=Nc2ccc(Cl)c(S(=O)(=O)Nc3ccccc3Cl)c2)c(=O)[nH]1 | 0%
CC(C)(C)n1cnc2cc(NC(=O)c3ccc(Cl)cc3)ccc21 | -1%
CCOC(=O)C1=C(COC(=O)C(CC)Oc2ccccc2)NC(=O)NC1C (centres undefined) | 10%
CC(C)Oc1ccc(C(=O)Nc2ccc(S(=O)(=O)N3CCN(C)CC3)cc2)cc1 | -3%
CCCOc1ccc(NC(=O)CC2C(=O)OCC3CCCCN32)cc1 (centres undefined) | 6%
COc1ccc2[nH]c3c(c2c1)CCN1C(=O)C(CC(=O)NC(C)(C)C)C[C@H](C(=O)N2CCOCC2)[C@@]31CCC1CCCC1 (some centres undefined) | -3%
O=C(CNC(=O)c1cccs1)Nc1ccc2c(c1)OCCO2 | 2%
Oc1cccc(C=Nc2cccc3ccccc23)c1O | u
CCC1(c2ccccc2)NC(=O)N(CC(=O)Nc2ccccc2C(=O)N2CCCCC2)C1=O (centres undefined) | -1%
Cc1ccc(NC(=O)CCN2C(=O)NC3(CCCC3)C2=O)cc1 | 6%
CCN(CC)CCNC(=O)c1cc(S(=O)(=O)N2CCc3ccccc32)cn1C | -1%
C[C@H](CO)N1C[C@H](C)[C@@H](CN(C)S(=O)(=O)c2cn(C)cn2)Oc2ccc(NC(=O)Cn3cnnn3)cc2C1=O | 5%
O=C(CSc1nc2ccccc2s1)NCc1cc([N+](=O)[O-])ccc1O | -8%
CN(CC(=O)Nc1ccc(F)c(F)c1F)C(=O)c1ccc2c(c1)OCCO2 | 4%
C[C@@]12C(=O)Nc3ccccc3C(=O)N1[C@H]1c3cc(Br)ccc3OC[C@@H]1[C@@H]2c1ccccc1 | -4%
O=C(COC(=O)c1cc[n+]([O-])cc1)NC(=O)c1ccc(OC(F)F)cc1 | -4%
COc1ccc(C#Cc2ccc3c(=O)c4ccccc4n(C)c3c2)cc1 | 45%[activator]
O=C(COc1ccccc1)Nc1cccc(S(=O)(=O)N2CCCC2)c1 | 1%
COc1ccccc1-c1nnc(SC(C)C(=O)N2CCOCC2)o1 (centres undefined) | 4%
CC(CCN1CCN(c2ccccn2)CC1)c1ccccc1 (centres undefined) | -6%
COc1ccc(CC(=O)NNC(=O)COc2ccc(Cl)cc2C)cc1S(=O)(=O)N1CCOCC1 | -1%
O=C(NCCC1CCCCN1S(=O)(=O)c1ccccc1)C(=O)NCc1ccccc1F (centres undefined) | 0%
Cc1c[n+]([O-])ccc1Oc1ccc([N+](=O)[O-])cc1 | 5%
COc1ccc(C2=CN(Cc3ccccc3)CCC2=O)cc1 | -1%
Cc1ccc(S(=O)(=O)N(C)C[C@H]2Oc3ccc(NC(=O)C4CCCCC4)cc3C(=O)N([C@H](C)CO)C[C@H]2C)cc1 | 4%
CC(Sc1nnc(-c2ccccc2F)n1C1CC1)C(=O)NCc1ccco1 (centres undefined) | 1%
O=C(COc1ccccc1F)Nc1ccccc1C(=O)NC1CC1 | 6%
O=C(c1cccc(Cl)c1)N1CCN(c2ccc(N3CCOCC3)nn2)CC1 | 5%
Cc1ccc(C)c(C(C)NC(=O)c2ccncc2)c1 (centres undefined) | 9%
CC1Cc2ccccc2N1C(=O)c1ccc(F)c(S(=O)(=O)N2CCOCC2)c1 (centres undefined) | -5%
COc1ccc(CN2CCCC(CO)(Cc3ccc(F)cc3)C2)cc1C (centres undefined) | 4%
CCc1ccc(NC(=O)C(=O)c2ccccc2NC(C)=O)cc1 | 2%
Cc1ccc(C)c2sc(NC(=O)C3CC3)nc12 | 9%
CCOC(=O)[C@H]1[C@H]2COc3ccc(C)cc3[C@@H]2N2C(=O)c3cc(Cl)ccc3NC(=O)[C@@]12C | 0%
Fc1cccc(/C=N/Nc2cc(N3CCOCC3)ncn2)c1 | 10%
CCCCn1c(-c2cccnc2)nc2cc3[nH]c(=O)c(C(C)C)nc3cc21 | -4%
CCOc1ccc(OCCNC(=O)C(NC(=O)c2c(F)cccc2F)C(C)C)cc1 (centres undefined) | 2%
Cn1cccc1C1CCCN1CC(=O)Nc1c(Cl)cc(Cl)cc1Cl (centres undefined) | -2%
O=C(CN1CCN(C(=O)c2ccccc2)CC1)Nc1cccc(S(=O)(=O)N2CCCC2)c1 | 3%
COc1ccc(-n2nc3cc(C)c(N)cc3n2)cc1Cl | -3%
O=C(/C=C/c1ccc(Cl)c(Cl)c1)N1CCOCC1 | -1%
O=C(CN1C(=O)NC2(CCc3ccccc32)C1=O)NCc1cccc(C(F)(F)F)c1 (centres undefined) | 8%
COc1ccc(-c2cn3nc(C)c(C)nc3n2)cc1OC | 6%
Cc1ccc(C(=O)OCC(=O)NC(=O)NCc2ccccc2)cc1C | -2%
COc1ccc(NC(=O)COC(=O)Cn2cnc3ccccc3c2=O)c(OC)c1 | 0%
COc1ccc(C)cc1NC(=O)C(c1ccccc1)N1CCN(CC(=O)N2CCOCC2)CC1 (centres undefined) | 15%
OC1(c2ccc(F)cc2)CCN(Cc2cccnc2)CC1 | -3%
COc1ccc(CC(=O)N/N=C/c2cc(Br)cs2)cc1OC | 8%[2.29 µM]
(list continues)
SMILES | L3MBTL1 inh
CCN(C(=O)CSc1nc2ccccc2o1)c1c(N)n(Cc2ccccc2)c(=O)[nH]c1=O | -2%
CC1(C)Cc2cccc(OCC(=O)N3CCN(c4ccccc4F)CC3)c2O1 | 1%
O=C(CC1OC(=O)c2ccccc21)Nc1ccc(Cl)c(S(=O)(=O)N2CCCCC2)c1 (centres undefined) | -5%
Cc1ccc(S(N)(=O)=O)cc1NC(=O)c1ccc2c3c(cccc13)CC2 | -3%
Cc1cccc(NC(=O)c2cnn(-c3ccccc3)c2C)c1C | -6%
COc1ccc(OC)c(NC(=O)c2cc(S(=O)(=O)N3CCCC3)cn2C)c1 | -4%
CN(CC(=O)Nc1cccc(F)c1)C(=O)C1CC(=O)N(CCc2ccccc2)C1 (centres undefined) | 3%
CCCCNC(=O)C(C)N(CCN(C)C)C(=O)CCCCCN1C(=O)NC(c2ccc(Cl)cc2)C(C(=O)OCc2ccccc2)=C1C (centres undefined) | 1%
Nn1c(COc2ccccc2F)nnc1SCC(=O)NC1CC1 | -1%
NS(=O)(=O)c1cccc(NC(=O)COC(=O)CNC(=O)c2ccc(-c3ccccc3)cc2)c1 | -2%
O=C(COC(=O)c1ccc([N+](=O)[O-])s1)NCCc1ccccc1 | u
Cc1nc(SCc2ccc(Cl)c(Cl)c2)n[nH]1 | 6%
O=C(CCN=C1NS(=O)(=O)c2ccccc21)NCc1ccccc1F | 0%
CC(C(=O)Nc1ccc(Br)cc1)N(C)CC(=O)NCc1ccco1 (centres undefined) | -3%
COc1cc(OC)cc(C(=O)NNC(=O)CCc2nc3ccccc3c(=O)[nH]2)c1 | 2%

A different layout for part of the listing above:
Compound	L3MBTL1 inh
NS(=O)(=O)c1cccc(NC(=O)COC(=O)CNC(=O)c2ccc(-c3ccccc3)cc2)c1	-2%
O=C(COC(=O)c1ccc([N+](=O)[O-])s1)NCCc1ccccc1	u
Cc1nc(SCc2ccc(Cl)c(Cl)c2)n[nH]1	6%
O=C(CCN=C1NS(=O)(=O)c2ccccc21)NCc1ccccc1F	0%
CC(C(=O)Nc1ccc(Br)cc1)N(C)CC(=O)NCc1ccco1 (centres undefined)	-3%
COc1cc(OC)cc(C(=O)NNC(=O)CCc2nc3ccccc3c(=O)[nH]2)c1	2%

Remaining list, next part.
SMILES | L3MBTL1 inh
CC(=O)C1=C(O)C(=O)N(c2cccc(Br)c2)C1c1ccccc1Cl (centres undefined) | 5%
CC(C)CCN(C(=O)C1CCCC1)c1c(N)n(Cc2ccccc2)c(=O)[nH]c1=O | -1%
Cc1cccc(Nc2nnc(SCC(=O)NCC3CCCO3)s2)c1C (centres undefined) | 4%
Cc1noc(C)c1NC(=O)Nc1ccc2c(c1)C(=O)N([C@H](C)CO)C[C@H](C)[C@@H](CN(C)C(=O)Nc1ccccc1)O2 | 11%
CN(Cc1ccccc1)C(=O)c1[nH]cnc1C(=O)NC1CCN(C(=O)OC(C)(C)C)CC1 | 5%
N#Cc1cccc(NS(=O)(=O)c2ccccc2Cl)c1 | 1%
CCOC(=O)CC/C(=N\NC(N)=O)c1ccc(OC)c(Cl)c1 | 1%
C=CCc1cc(OC)ccc1OCCN1CC(C)OC(C)C1 (centres undefined) | -8%
CCC(=O)N1N=C(c2ccccc2)CC1c1ccccc1 (centres undefined) | 0%
COC(=O)CCCC(=O)NC1CC(C)(C)Cc2c1cnn2-c1ccc(C)cc1 (centres undefined) | -5%
COc1cccc(N2CCN(CC(=O)Nc3nc(C)c(C(=O)N(C)C)s3)CC2)c1 | 1%
CCOc1ccccc1NC(=O)c1ccc2c(c1)C(=O)N(C(C)(C)C)C2=O | -6%[2.29 µM]
Cc1ccc(C(=O)NCC(=O)OCC(=O)Nc2cc(S(=O)(=O)N3CCOCC3)ccc2Cl)s1 | 7%
NC(=O)c1ccc(NC(=O)C#Cc2ccccc2)cc1 | -6%
O=C(NC(=S)Nc1ccccc1Br)C1CCCCC1 | 6%

The last 4 compounds of the section above are carried over, then new ones follow:
SMILES | L3MBTL1 inh
CCOc1ccccc1NC(=O)c1ccc2c(c1)C(=O)N(C(C)(C)C)C2=O | -6%[2.29 µM]
Cc1ccc(C(=O)NCC(=O)OCC(=O)Nc2cc(S(=O)(=O)N3CCOCC3)ccc2Cl)s1 | 7%
NC(=O)c1ccc(NC(=O)C#Cc2ccccc2)cc1 | -6%
O=C(NC(=S)Nc1ccccc1Br)C1CCCCC1 | 6%
COc1cccc(/C=C/C(=O)OCC(=O)Nc2ccc3[nH]c(=O)[nH]c3c2)c1OC | 1%
CSc1cccc(N2CC(C(=O)NCCN3C(=O)S/C(=C\c4cccnc4)C3=O)CC2=O)c1 (centres undefined) | 2%
CN(CC(=O)Nc1cccc(F)c1)C(=O)c1ccc(-n2cncn2)c([N+](=O)[O-])c1 | -3%
CC(=O)N1CCN(C(=O)COC(=O)/C=C/c2ccccc2[N+](=O)[O-])CC1 | 0%
CCCN(CC(=O)Nc1ccccc1OC)C(=O)CSc1nc(C)cc(C)n1 | 7%
CC(C)(C)OC(=O)C[C@H]1C/C=C\C[C@@H](CC(=O)N[C@@H](CO)Cc2ccccc2)C(=O)N2CCC[C@@H]2COC1=O | 1%
COC(=O)c1cc(S(=O)(=O)NCc2ccccc2Cl)c[nH]1 | 12%
O=C(Nc1cc2c3c(c1)CC(=O)N3CCC2)c1ccco1 | -3%
Cc1noc(C(=O)N2CCN(Cc3ccc4c(c3)OCO4)CC2)c1Cl | -1%
COc1ccc(CN(C)C(=O)CCN(c2ccccc2)S(=O)(=O)c2ccc(C)cc2)c(OC)c1 | 15%
